# Screening data as filed in PubChem.
# Platelet DG rel: modulates dense granule release in human platelets; human platelet-rich plasma, SFLLRN dense granule ATP release, luminescence; inhibition, %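 (compounds screened at 7.5 µM in platelet-rich plasma)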; actives 0.22% (n = 300,000); AID 1663;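 active = mean replicate score, as percent of positive control, at or above 50; inconclusive = mean below 50 but at least one replicate at or above 50; inactive = mean and every replicate below 50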
# HSF1 inhib: HSF1 inhibition | actives 0.77% (n = 300,000) | AID 2098 | NIH3T3-HGL HSE-luciferase, MG132-induced, luminescence 8 h; active compounds read low | activity change, negative = inhibition, % at 7.5 µM (by protocol);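 active = more than half of replicate wells show activity change below -50%, luminescence cut by over half; inconclusive = some wells, but at most half, below -50%; inactive = no replicate well below -50%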;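 also: luciferase reports HSF-1 transcriptional activity via heat shock element; 0% = median of DMSO wells and -100% = zero luminescence signal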
# KLF5 inh: inhibitors of KLF5 expression; DLD-1 KLF5 promoter-luciferase reporter, luminescence; inhibition, % at 5 µM; actives 0.23% (n = 290,000);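 active = inhibition above a per-plate limit of that plate's mean compound inhibition plus 3 SD, cut at about 60% in these data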;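 also: 0% = DMSO wells and 100% = LY294002 at 200 µM; higher means less KLF5 promoter-driven luciferase light; inactives centre near -14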
# HIF activator: HIF pathway transcriptional activation; U2OS HRE-luciferase reporter, luminescence; normalized: DMSO 0%, desferrioxamine 100%; activation, % at 7.5 µM (by protocol); actives 0.32% (n = 300,000); AID 1910;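 active = mean activation of at least 10% of the iron chelator positive control signal, with at least half of replicates also reaching 10%; inconclusive = mean and replicate majority disagree about reaching 10%; inactive = mean and most replicates under 10%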
# IEC-6 cytotox: counter-screen for KLF5 inhibitors: cytotoxicity in IEC-6 cells; IEC-6 cytotoxicity, luminescence viability; inhibition, % at 5 µM; actives 0.78% (n = 290,000); AID 1825; in the data active = inhibition above about 22%;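 also: 0% = plate median of test compound wells and 100% = cytotoxic reference compound wells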
# aSyn UTR inh: 5' untranslated region of α-synuclein, MLPCN primary screen. alpha-synuclein 5'UTR reporter, inhibitor activity. inhibition, % (tested at 7.5 µM). actives 0.82% (n = 300,000). AID 1813; in the data active = inhibition above about 60%; inconclusive = no clear call, values can overlap the other calls;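 also: H4 neuroglioblastoma cells stably carrying SNCA 5'UTR luciferase fusion; 0% = DMSO wells and 100% = positive control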
# HSF1 activator: increases HSF-1 driven luciferase reporter signal | actives 1.7% (n = 300,000) | NIH3T3-HGL HSF-1 luciferase reporter, MG132, 8 h; 100% = twice DMSO control signal | activation, % at 9 µM;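 active = mean replicate activation of at least 50% with a set share of replicates each reaching 50%; inconclusive = only one of those two conditions met; inactive = mean below 50% and too few replicates reaching it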;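 also: 0% = median of the neutral control wells and 100% = twice that signal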
# HSP90 inh: HSP90 refolding inhibition in rabbit reticulocyte lysate | luciferase refolding luminescence, 3 h | inhibition, % at 5.6 µM | actives 0.91% (n = 290,000) | AID 1789;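 active = inhibition above the screen-wide mean plus 3 SD, computed separately per campaign, cut at about 16% in these data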;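 also: 0% = DMSO wells and 100% = 60 µM geldanamycin wells; inhibitors lower the luminescence because luciferase stays unfolded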
# AI-2 QS mod: modulates the Vibrio harveyi AI-2 quorum sensing system | Vibrio harveyi JMH597 AI-2 luminescence/OD600 ratio, 9 h; active compounds read low; strain lacks LuxN and CqsS sensors; 0 = neutral-control median | activity change, % at 7.5 µM | actives 0.4% (n = 300,000); in the data active = activity change below about -75%, passing the limit was not always enough; inconclusive = no clear call, values can overlap the other calls;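 also: luminescence divided by OD600 gain over 9 h not by final OD600 alone; inactives centre near 13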
# HDAC3 inhib: human HDAC3 inhibition. actives 0.15% (n = 320,000). recombinant HDAC3, fluorogenic peptide/trypsin coupled, fluorescence. AID 2718. inhibition, % at 8.3 µM; in the data active = inhibition above about 26%, passing the limit was not always enough; inconclusive = no clear call, values can overlap the other calls
# Target sequence (O15379 whole entry, looked up): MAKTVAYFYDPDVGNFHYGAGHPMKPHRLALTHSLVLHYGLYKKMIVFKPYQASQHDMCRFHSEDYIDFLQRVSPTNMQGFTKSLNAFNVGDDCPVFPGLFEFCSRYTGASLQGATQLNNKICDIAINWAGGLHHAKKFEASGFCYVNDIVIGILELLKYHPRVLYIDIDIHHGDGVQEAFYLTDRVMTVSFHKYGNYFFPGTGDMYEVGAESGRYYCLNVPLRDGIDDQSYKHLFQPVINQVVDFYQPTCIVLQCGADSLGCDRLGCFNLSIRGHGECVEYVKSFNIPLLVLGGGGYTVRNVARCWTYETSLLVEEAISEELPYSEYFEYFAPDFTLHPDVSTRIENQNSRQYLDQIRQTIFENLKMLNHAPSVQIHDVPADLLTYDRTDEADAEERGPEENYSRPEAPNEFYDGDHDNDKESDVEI
# * = called active by the depositor; ? = inconclusive; . = no result given.
SMILES,Platelet DG rel,HSF1 inhib,KLF5 inh,HIF activator,IEC-6 cytotox,aSyn UTR inh,HSF1 activator,HSP90 inh,AI-2 QS mod,HDAC3 inhib
Cc1cc(C)c2c(=O)n(CC(=O)NCCCN3CCOCC3)sc2n1,18,2,-4,0.1,5,1,0,-4,0,-8
COc1ccc(NC(=S)N(CCC(C)C)C2CCN(C(C)=O)CC2)cc1,-8,-6,6,0.5,1,13,-10,1,-4,2
Cc1cccc(/C=N\NC(=O)c2ccccc2-n2cccc2)c1,-42,7,-17,-0.7,6,-25,24,13,10,1
CCOc1ccc(NC(=O)CN(C)C(=O)c2cc(S(=O)(=O)N3CCCCC3)ccc2C)cc1OCC,-2,-3,.,-0.4,.,8,-7,.,29,2
CCN(CC)C(=O)N1CCN(S(=O)(=O)c2c(C)cc(C)cc2C)CC1,-6,3,-1,-0.1,-2,11,13,0,20,-2
COc1ccc(N2CCN(C(c3nnnn3C3CCCC3)C(C)C)CC2)cc1 (centres undefined),1,9,-6,-0.4,-8,-12,27,0,20,-1
O=C(CSc1nnc(-c2cccnc2)o1)Nc1ccc(Cl)cc1,6,15,-30,0.2,-3,-62,37,-4,5,-2
COc1ccc(C(=O)Nc2nc(-c3ccc(S(=O)(=O)N4CCOCC4)cc3)cs2)cc1,0,-6,-27,0.0,0,16,-1,2,20,1
O=C(CC1C(=O)NCCN1Cc1c(F)cccc1Cl)NCCCOc1cccnc1 (centres undefined),1,1,-14,0.3,0,20,-1,-3,27,1
Cc1cccc(-c2nsc(SCC(=O)Nc3ccc4c(c3)OCO4)n2)c1,-11,39,-123,1.8,0,-96,48,-2,13,-5
Cc1cccc(OCc2nnc(SC(C)C(=O)O)n2Cc2ccccc2)c1 (centres undefined),-1,-2,-41,0.6,-2,-10,-5,0,2,-8
CCN(CC)c1ccc(NC(=O)c2cc3c(OC)cccc3[nH]2)cc1,-9,11,-39,0.7,1,-57,1,-4,22,6
CCCc1cc(=O)[nH]c2nnc(SCC(=O)N3CC(C)OC(C)C3)n12 (centres undefined),4,0,.,0.0,.,3,-10,.,19,-2
O=C(CSc1nnc(-c2ccc(F)cc2)o1)Nc1ccc(S(=O)(=O)N2CCCC2)cc1,3,-5,8,-0.3,-4,1,3,-4,13,6
COc1ccc(CCNC(=O)c2cc(C)oc2C)cc1OC,-7,3,19,-0.4,4,-12,-5,-4,32,0
O=C(Nc1csnn1)c1csnn1,3,1,-29,1.6,4,13,31,1,-1,0
CCN(CC(=O)Nc1ccccc1OC)C(=O)CSCC(=O)Nc1ccc(OC)cc1,2,6,.,-0.7,.,13,6,.,20,-12
CCCN1CCc2c(sc(NC(=O)Cc3ccc(F)cc3)c2C(N)=O)C1,-2,-4,-21,0.5,-9,-26,-2,0,13,-8
Nc1nnc(SCn2nnc3ccccc3c2=O)s1,4,.,-41,1.7,5,-15,.,-8,7,0
COc1ccc(/C(C)=N/NC(=O)c2cc(C)[nH]n2)c(OC)c1,-1,-4,1,0.0,-2,-8,-4,0,-8,4
Cc1ccc(COC(=O)c2ccc3ccccc3n2)cc1,0,1,-10,1.2,-8,-12,29,-6,-91*,-7
O=C(CSc1nc2ccsc2c(=O)n1CC1CCC(C(=O)O)CC1)NCCc1ccc(Cl)cc1 (centres undefined),0,-6,-24,.,1,-6,14,-2,23,-6
CCCCN(C)C(=O)C1CCC(=O)N(c2cc(OC)c(OC)c(OC)c2)C1c1ccc(OC)cc1 (centres undefined),1,-12,1,0.0,4,-4,-23,2,30,1
O=C1NC(=O)C(CC(=O)N(Cc2cccs2)C2(C(=O)NC3CCCCC3)CCCCC2)N1 (centres undefined),-8,-4,-22,0.0,0,16,-11,0,13,9
CC(C)Cn1c(N)c(C(=O)COC(=O)[C@H](C)NC(=O)c2ccccc2Cl)c(=O)n(C)c1=O,3,4,.,2.3,.,11,1,.,3,10
COc1ccc2oc(C(=O)OCC(=O)N(Cc3ccccc3)C(C)(C)C)c(C)c2c1,-7,0,-32,-0.4,4,-3,7,3,20,9
CCn1c(=O)cc(N2CCN(Cc3ccccc3)CC2)[nH]c1=O,53*,0,-17,0.0,1,11,0,1,40,2
NNC(=O)/C(=C\c1cccs1)NC(=O)c1ccccc1,3,0,-17,0.0,-2,13,9,-2,14,1
CC(C)=NOc1nc(N(C)C)nc(N(C)C)n1,-3,-2,-2,0.2,7,11,8,-2,-6,1
Cn1c(Sc2ccc(C(F)(F)F)cc2[N+](=O)[O-])nnc1-c1ccccc1,-6,17,2,-0.1,3,-4,?,2,9,3

# Random excerpt: four compounds from above, in no set order.
SMILES,Platelet DG rel,HSF1 inhib,KLF5 inh,HIF activator,IEC-6 cytotox,aSyn UTR inh,HSF1 activator,HSP90 inh,AI-2 QS mod,HDAC3 inhib
COc1ccc2oc(C(=O)OCC(=O)N(Cc3ccccc3)C(C)(C)C)c(C)c2c1,-7,0,-32,-0.4,4,-3,7,3,20,9
CC(C)Cn1c(N)c(C(=O)COC(=O)[C@H](C)NC(=O)c2ccccc2Cl)c(=O)n(C)c1=O,3,4,.,2.3,.,11,1,.,3,10
O=C(Nc1csnn1)c1csnn1,3,1,-29,1.6,4,13,31,1,-1,0
CCCCN(C)C(=O)C1CCC(=O)N(c2cc(OC)c(OC)c(OC)c2)C1c1ccc(OC)cc1 (centres undefined),1,-12,1,0.0,4,-4,-23,2,30,1

# Carrying on:
SMILES,Platelet DG rel,HSF1 inhib,KLF5 inh,HIF activator,IEC-6 cytotox,aSyn UTR inh,HSF1 activator,HSP90 inh,AI-2 QS mod,HDAC3 inhib
COc1cccc(CN(C)C(=O)CNC(=O)c2cccs2)c1OC,1,-6,.,-0.1,.,-14,-4,.,11,4
C/C(=N\NC(=S)NCCc1ccccc1)c1cccs1,1,1,14,0.4,6,16,10,6,2,9
CC(C)c1ccc(NC(=O)N2CCN(S(=O)(=O)c3ccccc3)CC2)cc1,-3,-6,-38,-2.4,-10,36,8,-5,-24,13
NS(=O)(=O)c1cccc(NC(=O)CSc2ncnc3ccccc23)c1,-10,-5,-5,-6.2,-5,-6,-4,-7,-82*,6
CCOC(=O)C1/C(=N\O)CC(C)(O)C(C(=O)OCC)C1c1ccc(OC)c(OC)c1 (centres undefined),8,-1,-34,-1.9,-6,10,6,-1,25,-7
O=C(Nc1ccc2c(c1)OCCO2)c1ccc(CN2CCOCC2)cc1,1,15,-90,1.7,0,-148,-2,2,34,2
COc1ccc(-n2nc3c(c2NC(=O)c2ccc(Br)o2)CS(=O)(=O)C3)cc1,4,4,-6,0.5,1,3,-9,0,22,-2
CCOC(=O)N1CCC(NC(=O)CSCc2nc(-c3ccc(OC)c(OC)c3)oc2C)CC1,-1,13,2,-0.4,-1,13,32,-4,2,-2
COc1cc(C(=O)Nc2c(C(=O)O)[nH]c3ccc(C)cc23)cc(OC)c1OC,1,-25,10,-21,14,7,-18,3,52,-5
COc1ccccc1-c1nc(C#N)c(NCCCn2ccnc2)o1,-10,-2,-23,-0.6,-1,-19,-1,0,27,-124
CCCCCCCNC(=O)CN1C(=O)CSc2ccc(S(=O)(=O)N3CCOCC3)cc21,16,12,-16,0.2,-3,3,8,-4,11,9
Cn1c(/C=C/c2ccc(Cl)cc2Cl)c([N+](=O)[O-])c(=O)n(C)c1=O,0,10,-14,0.7,5,-204,42,8,-7,-2
Cc1cc(NC(=O)c2ccc(F)cc2)ccc1NC(=O)c1ccco1,23,1,-21,0.4,2,-63,36,-2,15,-13
CCc1ccc(C(=O)COC(=O)C(Cc2ccccc2)NC(=O)C2CCC(C)CC2)cc1 (centres undefined),2,-8,-5,-0.8,4,-19,-1,-1,21,-2
COc1ccc(Sc2ncnc3onc(C)c23)cc1,4,.,-31,.,-4,.,.,1,3,1
COC(=O)c1ccc(CSc2nnc3c(Cl)cc(Cl)cn23)o1,9,3,-39,.,-4,39,15,-1,5,2
CN(C(=O)c1ccc2c(c1)S(=O)(=O)N=C1CCCCCN12)c1ccccc1,-5,-4,.,0.2,.,6,5,.,40,2
COc1cc(OC)cc(C(C(=O)NC2CCCCC2)N(C(=O)c2ccno2)c2ccccc2)c1 (centres undefined),-6,9,-12,0.8,1,-11,19,0,-3,4
Cc1cc(C)c(NC(=O)CSc2nc3ccncc3[nH]2)c(C)c1,-2,5,-13,0.0,0,-6,-1,-1,10,4
c1csc(-c2noc(CN3CCN4CCCC4C3)n2)c1 (centres undefined),0,-4,-13,0.0,2,-8,-4,0,-15,7
Cc1ccc(NC(=O)CCn2cnc3ccccc3c2=O)c(C)c1,-7,-9,-10,0.4,-6,-15,-7,0,7,3
O=C(CCS(=O)(=O)c1ccc(Br)cc1)NC1CCCCCC1,8,2,-2,-0.3,-3,8,12,2,0,4
O=C(Nc1cc(C(F)(F)F)ccc1Cl)c1cc2nc3c(c(C(F)(F)F)n2n1)CCCC3,1,-32,-19,-0.2,-4,-243,-33,-1,15,4
NC(=O)COC(=O)c1ccccc1Nc1ccc(SC(F)F)cc1,-29,4,-41,0.0,16,-82,9,-6,1,7
Oc1ccccc1C=NCC(O)c1ccccc1 (centres undefined),-4,-3,-18,-0.2,-8,7,2,-4,-6,-1
COc1ccccc1C(=O)n1nc(-c2ccccc2)nc1N,-2,10,-57,-0.1,2,-9,0,3,26,12
COc1ccc(Nc2oc(COc3ccc(C)cc3)nc2C#N)cc1,-2,22,-31,-1.0,0,68*,15,-2,-2,5
CN(c1ccccc1)S(=O)(=O)c1nnc(NC(=O)C2CCCCC2)s1,-2,2,-10,0.1,-2,5,-16,8,-3,2
O=C(CCC(=O)Nc1ccc(F)cc1)N/N=C/c1cccs1,12,-6,-23,0.5,-6,4,0,1,17,0
COc1ccc2oc(=O)c(C(=O)NCc3ccccc3)cc2c1,-1,-5,-10,-0.6,2,-12,3,-3,10,-3
CSc1ccc(/C=N/n2c(COc3ccccc3)n[nH]c2=S)cc1,.,1,-41,1.1,-5,12,-2,0,12,-1
COc1ccccc1C(=O)N/N=C/c1cnc2ccccc2n1,-7,23,-21,2.8,-5,-102,28,2,11,-2
CCCCCCC(=O)N(O)C1CC(=O)N(c2ccccc2)C1=O (centres undefined),9,-4,-27,2.1,2,37,-13,1,23,78*
COc1ccc(OC)c(N(CC(=O)NC2CC2)S(=O)(=O)c2ccc(C)cc2)c1,-2,3,6,-0.4,-2,-2,-2,-1,23,1
Cc1nc2c(c(C)nn2-c2ccccc2)c(C)c1CCC(=O)Nc1ccc(CN2CCCC2)cc1,9,0,-16,0.1,0,-20,-11,2,22,-27
O=C(CSc1ncn[nH]1)Nc1nnc(-c2ccccc2)s1,21,4,-73,1.5,-8,-74,7,-2,20,7
Cc1c(Cl)ccc2c(C(=O)NCCCn3nccc3C)cc(-c3ccccn3)nc12,-5,2,-39,-0.9,-6,-2,6,-2,21,-1
CC1=C(C)C(OCCBr)N(c2cc(O)c(Cl)cc2F)C1=O (centres undefined),3,1,-2,2.1,1,7,-2,1,2,11
CN1CCN(C(=O)C2=C[C@@H](C3CCCCC3)C[C@@H](OCCCCO)O2)CC1,-2,7,-8,-0.5,4,9,-4,6,17,-6
COc1ccc(OC)c(C(=O)NC(CC(N)=O)c2ccc(NCCOc3ccccc3)c([N+](=O)[O-])c2)c1 (centres undefined),-1,5,-14,-1.9,4,10,0,-7,15,-3
